# TRPV1 agonist = human TRPV1 agonism; TRPV1-expressing cells, Fluo-8 calcium influx, agonist mode; activation, % at 8.33 µM; 320,000 tested, 0.19% active; AID 540275; in the data active means activation above about 80%; inconclusive means between about 30% and that limit; further: 0% is about no effect
#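 Cells expressing TRPV1 were dye-loaded with Fluo-8 and read kinetically: 10 s baseline, 3 min after compound (agonist portion), then 2 min after EC20 capsaicin (allosteric enhancer portion). Calcium-bound dye fluorescence at 480/520 nm.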
# AT treatment = potential ataxia-telangiectasia treatments restoring KAP-1 phosphorylation. […] A-T fibroblasts, KAP-1 phosphorylation AlphaLISA; neocarzinostatin DNA damage 30 min before lysis. Potency, µM (top dose mostly 57.5 µM), for inactives: top-dose activation, usual class: activators. 320,000 tested, 0.19% active. AID 485349; further: potency means the concentration at half of the fitted maximal effect; % of control where 0% means no effect; nearly all actives have a fitted effect of over 45% in size
#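 ATM-like activity read as KAP-1 phosphorylation via AlphaLISA donor/acceptor antibody pairs after lysis and 6 hr at 25C. Cells were ATM-null patient fibroblasts ([…], hTERT), dosed 60 min, then exposed to the DSB inducer NCS for 30 min.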
# Eya2 inh = blocks the phosphatase activity of human Eya2; 330,000 tested, 0.006% active; AID 488837; recombinant Eya2, OMFP fluorescence dephosphorylation (OMFP is methylfluorescein phosphate); Potency, µM (highest dose often 76.9 µM), without a hit: at the highest dose activity, negative = inhibition, most hits filed as inhibitors; further: potency means the concentration at half of the fitted maximal effect; on the % scale 0 is the no-effect control and ±100 the full control effect
#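 Eya2 (0.2 uM) preincubated 10 min at ambient with compound, then OMFP substrate added at 50 uM; 10 min reaction in 50 mM HEPES pH 7.5, 50 mM NaCl, 5 uM MgCl2, 0.05% BSA, 1 mM DTT. Fluorescence read at Ex 485/Em 525 nm.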
# KCNH2 3.1 block = inhibitors of human KCNH2 3.1 potassium channel isoform. U2OS KCNH2 3.1, thallium flux FluxOr; hits give low values. activity change, % (tested at about 1.8 µM). 340,000 tested, 0.95% active. AID 720553;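 active means maximum activity change below -70%; inconclusive means maximum activity change from -70% to -50%; inactive means maximum activity change above -50%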;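 further: thallium influx rate constant from kinetic fluorescence after stimulation buffer; on the % scale 0 is the no-effect control and ±100 the full control effect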
#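 Steps: virus added to U2OS suspension (4 h, RT, dark); medium with 10% FBS added, cells plated, 37 C overnight; FluxOr/Red40 loading buffer 45 min RT; stimulation buffer, 2 min kinetic read; rate constant normalized.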
# TSHR antag = human thyrotropin receptor antagonism; AID 504810; P16473; activity change, negative = inhibition, % at 11.5 µM; 330,000 tested, 0.2% active; TSHR-expressing cells, TSH-stimulated cAMP HTRF, 2 h; hits give low values;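 active means activity change below a set negative limit, meaning inhibition stronger than a set level, cut at about -70% in these data; inconclusive means activity change between two set negative limits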; further: on the % scale 0 is the no-effect control and ±100 the full control effect
#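 Inhibition of cAMP made by TSHR-expressing cells under TSH stimulation (4nM final, EC80; 2 h, 37 deg C) is quantified with a one-step lysis HTRF kit, anti-cAMP cryptate versus cAMP-d2.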
# Mito fusion act = inhibitors of mitochondrial division or activators of mitochondrial fusion | 320,000 tested, 0.23% active | Potency, µM (highest dose often 46.1 µM), for the others: at the highest dose growth rescue (activation), hits mostly activators | S. cerevisiae fusion-defective mutant growth rescue, CellTiterGlo 48 h;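 further: potency means the concentration at half of the fitted maximal effect; % of control where 0% means no effect; nearly all actives have a fitted effect of over 45% in size; temperature-sensitive fusion mutants such as fzo1-1 at 37 °C on non-fermentable ethanol glycerol medium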
#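 Compounds are tested for their ability to restore growth of mitochondrial fusion-defective yeast strains at non-permissive 37C in YPEG medium over 48 hours. Viability is quantified by luciferase luminescence.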
# ELG1 repair inh = inhibitors of ELG1-dependent DNA repair in HEK293T cells. 330,000 tested, 2.3% active. HEK293T ELG1-luciferase reporter, luminescence, 16 h; DNA damage induced by 5-fluorouridine. Potency, µM (doses to about 46.1 µM), for inactives: at the top dose activity change, negative = inhibition, hits mostly inhibitors. AID 504467; further: potency means the concentration at half of the fitted maximal effect; on the % scale 0 is the no-effect control and ±100 the full control effect; nearly all actives have a fitted effect of over 55% in size
#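 In this reporter screen, reduction of luminescence relative to DMSO vehicle indicated activity. Compounds and 5-fluorouridine were added together to 2,000 cells per well, incubated for 16 hr at 37 °C, then developed with ONE-Glo.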
# TCR act = T cell receptor activation | 330,000 tested, under 10 active | AID 504894 | primary human leukocytes, anti-CD3, IL-2 HTRF, 48 h | Potency, µM (doses to about 9.22 µM), inactives show top-dose activation of IL-2 secretion, usual class: activators; further: % of control where 0% means no effect
#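 48 hr co-incubation of compounds, a-CD3 beads and primary human leukocytes; IL-2 quantified homogeneously by HTRF with anti-IL-2 K and d2 conjugates.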
# hERG WT inh = inhibitors of human wildtype KCNH2 potassium channel; Q12809; U2OS, BacMam KCNH2, thallium flux FluxOr; hits give low values; activity change, % at 1.84 µM; 340,000 tested, 0.37% active;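 active means maximum activity change below -70%; inconclusive means maximum activity change between -70% and -50%; inactive means maximum activity change above -50%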; further: on the % scale 0 is the no-effect control and ±100 the full control effect
#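 U2OS cells transduced with wild-type KCNH2 virus are loaded with FluxOr dye for 45 min, and thallium flux is measured in kinetic reads before and after stimulation buffer. Rate constants are normalized to DMSO controls.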
# USP2a block = blocks human ubiquitin-specific protease USP2a; USP2 core, Ub-CHOP2 coupled fluorogenic reporter, 485/531; Potency, µM (top dose mostly 38.3 µM), without a hit: top-dose activity change, negative = inhibition, most hits filed as inhibitors; 330,000 tested, 0.01% active; AID 463254;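 further: potency means the concentration at half of the fitted maximal effect; plate controls were DMSO wells for no effect and full inhibition by NEM control for full effect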
# Target sequence (O75604 whole entry, looked up): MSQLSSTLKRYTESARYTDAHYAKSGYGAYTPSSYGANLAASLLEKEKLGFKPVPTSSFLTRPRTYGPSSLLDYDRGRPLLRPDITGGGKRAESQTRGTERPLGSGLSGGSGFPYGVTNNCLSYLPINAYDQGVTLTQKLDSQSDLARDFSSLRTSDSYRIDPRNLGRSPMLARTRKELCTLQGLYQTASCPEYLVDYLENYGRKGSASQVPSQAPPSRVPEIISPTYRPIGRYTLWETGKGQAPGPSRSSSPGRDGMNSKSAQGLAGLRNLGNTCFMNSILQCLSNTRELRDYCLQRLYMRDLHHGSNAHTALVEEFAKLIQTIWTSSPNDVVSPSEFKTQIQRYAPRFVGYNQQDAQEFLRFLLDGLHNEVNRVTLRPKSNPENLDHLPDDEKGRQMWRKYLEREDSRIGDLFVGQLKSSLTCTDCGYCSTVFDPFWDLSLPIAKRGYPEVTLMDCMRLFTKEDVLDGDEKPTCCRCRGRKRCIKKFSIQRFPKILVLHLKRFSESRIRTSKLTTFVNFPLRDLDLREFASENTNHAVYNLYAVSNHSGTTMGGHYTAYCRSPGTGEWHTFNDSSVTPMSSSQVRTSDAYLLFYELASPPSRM
#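 USP2 core (10nM final) preincubated 30min RT with compound in 20mM Tris-HCl pH 8.0, 2mM CaCl2, 2mM beta-mercaptoethanol, 0.05% CHAPS; 25nM Ub-CHOP2 plus 25nM reporter substrate added, fluorescence (Ex485/Em531) read after 60min.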
# An asterisk follows results filed as active; i = inactive; ? = inconclusive; . = no result given; & = joins results of further samples; [ ] = dose if it differs, or a comment. Unless noted, the call rests on the fitted dose curve; in most records, active means well fitted curve in the direction sought with a large enough effect; inconclusive means small, poorly fitted or top-dose-only effect, or another doubt; inactive means no such curve, though single readings can be large; an effect the other way counts as inactive or inconclusive.
# The line under a structure holds: AT treatment	ELG1 repair inh	Mito fusion act	USP2a block	hERG WT inh	Eya2 inh	TRPV1 agonist	TSHR antag	KCNH2 3.1 block	TCR act
CCOC(=O)N1CCC(N2C(=O)c3ccccc3C2Nc2ccc3c(c2)OCCO3)CC1 (configuration not stated)
    4%	?	-2%	2%	-7	-18%	-2	-8	-28	6%
CCOC(=O)CN(C(=O)COC(=O)C1(c2ccccc2)CC1)c1ccc(F)cc1
    17%	-3%	14%	-2%	2	21%	?	8	-12	9%
CCc1nc2sc3c(O)cc(=O)[nH]c3c2cc1C
    -2%	17%	-5%	1%	i	5%	-2	2	8	0%
Cc1cccc(C)c1NC(=S)N(CCN(C)C)C(C)c1ccccn1 (configuration not stated)
    0%	0%	-10%	0%	9	-5%	-3	-4	4	2%
CC(O)CNCCCOc1ccc(Cl)cc1C(C)(C)C (configuration not stated)
    1%	0%	-6%	2%	5	-7%	-2	10	-3	-5%
COc1cc(/C=N/NC(=O)CNC(=O)c2ccco2)ccc1O
    4%	13%	8%	0%	1	-4%	-3	7	38	10%
Nc1nc(C(F)(F)F)c(Br)c(=O)n1N
    1%	-12%	3%	2%	4	6%	2	-11	-14	-4%
CN(C)c1ccccc1-c1csc(N2CCC(C(N)=O)CC2)n1
    5%&-3%	?	2%	-1%&3%	.	2%&3%	.	-1&-8	.	6%
COC(=O)c1ccccc1NC(=O)COC(=O)[C@H](C)NC(N)=O
    -1%	-6%	5%	2%	3	-6%	6	-21	2	2%
CNC(=O)NCCN1CCCC1=O
    -11%	6%	-2%	3%	-1	-3%	-1	14	-8	4%
CC(=O)n1cc([C@H]2C=C(C(=O)Nc3ccccc3)O[C@@H](OCc3ccc(CO)cc3)C2)c2ccccc21
    -14%	9.2µM*	12%	-1%	0	-3%	3	-11	-37	5%
O=C(NC1CCCCCC1)c1cccnc1Sc1ccccc1
    -4%	3%	2%	-1%	8	-8%	1	59	16	0%[46.1 µM]
Cc1cc(C)c2nc(SCC(=O)Nc3cc(C)on3)c(C)cc2c1
    -6%	?	-5%	2%	5	-12%	-6	3	18	-1%
CS(=O)(=O)N1Cc2ccccc2CC1C(=O)O (configuration not stated)
    -1%	8%	18%	-6%	-11	-11%	-1	4	-95*	.
O=C(CC1CCCC1)Nc1cc(C(F)(F)F)ccc1-n1cncn1
    -2%	-7%	-4%	2%	7	14%	8	-1	0	-2%
COCCn1c(C)cc(C(=O)CN2C(=O)NC3(CCCCCC3)C2=O)c1C
    -10%	?	-1%	2%	4	0%	0	-1	-20	3%
Cc1ccccc1C(OCC(O)CN1CCN(CCO)CC1)c1ccccc1 (configuration not stated)
    2%	2%	-8%	-1%	24	8%	-1	4	10	3%
COCCNC(=O)CCC1CCN(Cc2cccc(-c3ccc(C)o3)c2)CC1
    0%	-1%	1%	0%	1	18%	2	-2	-9	-5%
O=C(O)c1cc2c(ccc3ccccc32)oc1=O
    0%	?	5%	2%	.	9%	-3	-12	.	.
C#CCn1cc[n+](CC(=O)N(C)C)c1
    2%	8%	-2%	-1%	0	0%	2	9	-8	-2%
O=C(CSc1nnc(-c2ccncc2)n1-c1ccc(Cl)cc1)NCc1cccs1
    6%	-3%	-1%	2%	6	6%	-1	0	17	-1%
COCCNC(=O)CN(C(=O)CCC(=O)Nc1cc(C)on1)c1ccccc1C
    -1%	-3%	1%	1%	9	8%	-3	2	4	2%
CC1(C)N=C(N)N=C(N)N1c1ccccc1
    -2%	-7%	-4%	4%	-13	12%	-2	0	-5	4%
Cc1c(-n2cc(C(=O)c3cc(Cl)ccc3O)cc(C#N)c2=O)c(=O)n(-c2ccccc2)n1C
    -4%	-2%	1%	6%	-35	0%	0	0	-20	-1%
CN1CCc2c(OCC(=O)N3CCC(Cc4ccccc4)CC3)cccc2C1=O
    1%	9.2µM*	-6%	0%	-5	12%	17	-40	8	12%
O=C(CC1C(=O)NCCN1Cc1cccc(C(F)(F)F)c1)NC1CCOCC1 (configuration not stated)
    13%	8%	0%	0%	-1	-3%	3	-8	5	1%
COc1ccc(NC(=O)C(=O)NNC(=O)COc2ccc(Cl)cc2)c(OC)c1
    -5%	5%	16%	-6%	-12	10%	0	33	-1	5%
CCOC(=O)c1nn(-c2ccc(C)cc2)cc1C(=O)c1ccccc1
    12%	?	-7%	4%	2	-9%	5	26	-18	8%
COC(=O)c1c(C)[nH]c(C)c1-c1ccc(C)cc1
    .	?	6%	0%	1	-20%	-2	-10	-12	-3%
CCNc1nc(NCC)nc(Oc2ccc(OCC)nn2)n1
    -4%	?	5%	4%	-4	-13%	0	2	5	-10%
COCCOC1CCN(Cc2cn(Cc3ccccc3)nc2-c2cc3ccccc3o2)CC1
    -3%	?	-13%	1%	15	8%	5	-3	?	-1%
CN(C)c1ccc(/C=c2\sc3nc(-c4ccccc4)nn3c2=O)cc1
    -8%	3%	3%	4%	.	4%	4	-5	.	.
COc1cccc(N2C(=O)C3CCCN3C2c2cccs2)c1 (configuration not stated)
    -3%	?	6%	4%	-4	-4%	4	6	.	-6%
CCOC(CNC(=O)C(=O)NCC(c1ccco1)N1CCN(c2ccc(OC)cc2)CC1)OCC (configuration not stated)
    -5%	0%	3%	0%	-3	1%	-5	1	26	1%
COC(=O)c1cc(OC)c(OC)cc1NC(=S)NC(=O)c1ccco1
    -3%	7%	2%	-3%	-18	2%	5	-5	13	3%
CCOc1ccccc1NC(=O)NC1(C(=O)NCc2cccnc2)CCCCC1
    -2%	-19%	-4%	2%	0	-12%	2	9	6	-6%
CC(=O)Nc1ccc(NC(=O)c2ccccc2CCc2ccccc2)cc1
    4%	-18%	7%	5%	1	-15%	0	14	3	.
Cc1ccccc1-c1cc(C(=O)NCc2cccc(C(F)(F)F)c2)n(CC2CC(c3cccnc3)=NO2)n1 (configuration not stated)
    9%	16µM*	.	-1%	-3	15%	.	-15	-38	0%
CCN(CC)CCC#CC(O)(c1ccccc1)C1CCCCC1 (configuration not stated)
    -5%	5%	-8%	-1%	24	9%	3	-11	-1	.
COc1ccc(OC)c(C2SCCN2S(=O)(=O)c2cccc(C(F)(F)F)c2)c1 (configuration not stated)
    7%	?	1%	0%	-25	-15%	19	-3	?	-1%

# Sorted by the number under USP2a block (falling): 3 from the list above
molecule | USP2a block | Eya2 inh | TRPV1 agonist | TSHR antag | TCR act
COc1ccc(OC)c(C2SCCN2S(=O)(=O)c2cccc(C(F)(F)F)c2)c1 (configuration not stated) | 0% | -15% | 19 | -3 | -1%
CCN(CC)CCC#CC(O)(c1ccccc1)C1CCCCC1 (configuration not stated) | -1% | 9% | 3 | -11 | .
COC(=O)c1cc(OC)c(OC)cc1NC(=S)NC(=O)c1ccco1 | -3% | 2% | 5 | -5 | 3%

# Next part:
# The line under a structure holds: AT treatment	ELG1 repair inh	Mito fusion act	USP2a block	hERG WT inh	Eya2 inh	TRPV1 agonist	TSHR antag	KCNH2 3.1 block	TCR act
CCc1nc2oc3cc(OC)ccc3c(=O)c2c(=O)n1Cc1ccco1
    -1%	-14%	8%	0%	2	13%	6	-11	3	-3%
Fc1cccc(NC(=S)NCC(c2cccnc2)N2CCOCC2)c1 (configuration not stated)
    0%	18%	0%	0%	-14	-8%	1	-1	22	-9%[46.1 µM]
Cc1ccccc1C(=O)c1cn[nH]c1-c1ccccc1O
    -27%	?	33%	0%	4	14%	-1	1	13	2%
Fc1ccc(CSc2nnc3ccccn23)c(Cl)c1
    14%	?	7%	0%	18	11%	2	2	8	14%
CC(C)N(C(=O)Cn1cnc2cc([N+](=O)[O-])ccc2c1=O)C(C)C
    -6%	-5%	-5%	1%	.	-1%	0	3	.	.
CCC(NC(=O)c1ccccc1NC(=O)c1ccccc1)C(=O)NNC(=O)CSc1nc2ccccc2o1 (configuration not stated)
    -6%	0%	-4%	0%	-2	-5%	0	-15	2	-3%[46.1 µM]
N=C1/C(=C/c2ccc(-c3cccc(C(=O)O)c3)o2)C(=O)N=C2SC=C(c3ccccc3)N12
    -1%	?	-1%	-3%	-7	4%	2	-38	5	5%
COc1ccc(CN(C)C(=O)c2ccc(NS(=O)(=O)c3ccc4[nH]c(=O)[nH]c4c3)cc2)c(OC)c1OC
    8%	-11%	.	7%	-33	-18%	.	.	-4	-10%
Cc1cc(NC(=O)CSCC(=O)N2CCN(c3ccccc3)CC2)no1
    7%	11%	.	1%	-3	1%	.	-11	34	-9%
O=c1[nH][nH]c(-c2ccccc2O)c1C(C[N+](=O)[O-])c1cccc(Cl)c1 (configuration not stated)
    -6%	-4%	5%	1%	1	2%	-7	23	3	-5%[46.1 µM]
Cc1ccc(S(=O)(=O)N(Cc2ccccc2F)C(=O)N2CCN(C)CC2)cc1
    -2%	7%	-2%	1%	0	-2%	-1	1	11	.
N#Cc1nc(COc2ccc(Cl)cc2Cl)oc1N1CCOCC1
    2%	?	5%	0%	0	-1%	16	0	2	0%

# An excerpt; rates above refer to the full screens.
